# Bioassay records deposited in PubChem BioAssay by several laboratories.
# VIM-2 inh: inhibitors of Pseudomonas aeruginosa VIM-2 metallo-beta-lactamase. inhibition, % at 5.6 µM. actives 0.89% (n = 290,000). purified VIM-2, nitrocefin hydrolysis, epi-absorbance fluorescence;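 active means inhibition above the mean of all tested compounds plus 3 SD, cutoff set per screening run, cut at about 7.5% in these data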;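 further: red hydrolysis product quenches plate fluorescence so inhibitors raise well fluorescence; 0% = enzyme with DMSO and 100% = DMSO without enzyme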
# p-CIP stab down: compounds decreasing mouse p/CIP protein stability; F442A p/CIP-EGFP cells, EGFP fluorescence, 16 h; decrease of EGFP signal, % at 10 µM; actives 0.01% (n = 290,000);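 active means EGFP signal decrease of at least 30% at 10 µM or well 3 SD below plate mean, unless failing retest; inactive means the rest, including hits failing retest or dose response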; further: some compounds called inactive have numbers as strong as hits; many of its hits are not listed in these tables
# Target sequence (Q05BA5 1-1403): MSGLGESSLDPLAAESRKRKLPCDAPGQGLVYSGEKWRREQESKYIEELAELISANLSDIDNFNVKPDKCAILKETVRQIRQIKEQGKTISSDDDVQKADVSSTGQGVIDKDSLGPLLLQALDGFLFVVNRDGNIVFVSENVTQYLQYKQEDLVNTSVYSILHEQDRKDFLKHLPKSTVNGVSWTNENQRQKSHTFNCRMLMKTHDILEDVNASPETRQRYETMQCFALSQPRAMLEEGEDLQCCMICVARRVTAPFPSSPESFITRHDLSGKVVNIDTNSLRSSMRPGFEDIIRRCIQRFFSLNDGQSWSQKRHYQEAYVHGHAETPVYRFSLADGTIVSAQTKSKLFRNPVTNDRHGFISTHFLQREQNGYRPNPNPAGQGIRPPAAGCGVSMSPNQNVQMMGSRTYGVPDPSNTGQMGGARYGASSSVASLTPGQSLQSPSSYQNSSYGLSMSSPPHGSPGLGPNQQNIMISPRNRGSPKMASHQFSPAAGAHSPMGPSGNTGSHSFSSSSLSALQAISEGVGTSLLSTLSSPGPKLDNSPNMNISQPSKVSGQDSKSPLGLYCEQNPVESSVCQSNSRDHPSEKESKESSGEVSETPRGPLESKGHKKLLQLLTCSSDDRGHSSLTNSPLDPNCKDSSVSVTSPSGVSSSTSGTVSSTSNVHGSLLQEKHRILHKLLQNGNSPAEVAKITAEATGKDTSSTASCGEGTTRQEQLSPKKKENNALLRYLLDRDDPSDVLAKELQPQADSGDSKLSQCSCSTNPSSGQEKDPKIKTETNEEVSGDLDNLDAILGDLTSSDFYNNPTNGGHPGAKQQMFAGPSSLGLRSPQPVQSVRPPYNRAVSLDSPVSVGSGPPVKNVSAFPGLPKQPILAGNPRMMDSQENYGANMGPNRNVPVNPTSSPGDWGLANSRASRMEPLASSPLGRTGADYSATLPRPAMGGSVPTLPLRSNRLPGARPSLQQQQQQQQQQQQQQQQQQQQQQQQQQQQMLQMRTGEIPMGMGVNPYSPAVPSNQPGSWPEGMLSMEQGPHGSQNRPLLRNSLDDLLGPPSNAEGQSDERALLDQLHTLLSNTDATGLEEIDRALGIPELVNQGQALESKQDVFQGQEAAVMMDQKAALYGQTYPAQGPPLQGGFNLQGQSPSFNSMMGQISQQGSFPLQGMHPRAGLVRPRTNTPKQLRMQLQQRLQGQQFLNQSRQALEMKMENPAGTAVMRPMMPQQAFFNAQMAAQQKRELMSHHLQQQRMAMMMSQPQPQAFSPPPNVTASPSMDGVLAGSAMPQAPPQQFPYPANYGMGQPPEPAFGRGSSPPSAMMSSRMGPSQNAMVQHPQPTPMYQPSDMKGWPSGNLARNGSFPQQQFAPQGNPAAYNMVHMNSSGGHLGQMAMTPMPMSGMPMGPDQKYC
# IDE cell activ: activators of human insulin-degrading enzyme in cells | P14735 | HEK cells, FAbeta-B cleavage, fluorescence polarization; 0% vehicle, 100% cell-free pure enzyme wells | activation, % at 5.96 µM | actives 0.073% (n = 340,000) | AID 493087;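 active means activation above the mean of all tested compounds plus 3 SD, set per screening campaign, cut at about 17% in these data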
# UBC9 SUMO inh: blocks human SUMOylation mediated by UBC9 | inhibition, % at 35 µM | P63279 | actives 0.36% (n = 290,000) | HTRF SUMOylation assay, SAE1/SAE2 + UBC9, in vitro; in the data active means inhibition above about 50%, passing the limit was not always enough; further: strong numbers were not always called active
# IDE cell inh: cellular human IDE inhibition; P14735; HEK cells, FAbetaB cleavage, fluorescence polarization; inhibition, % at 5.59 µM; actives 0.41% (n = 320,000);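 active means percent inhibition above the average of all tested compounds plus 3 SD, set per screening campaign, cut at about 16% in these data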;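 further: IDE supplied by intact live HEK cells; FP after avidin binding of uncleaved biotin substrate so inhibition keeps polarization high; 0% = DMSO wells and 100% = 60 µM reference IDE inhibitor Ii1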
# PfM18AAP inh: PfM18AAP enzyme inhibition | actives 1.2% (n = 290,000) | recombinant PfM18AAP, H-Glu-NHMec fluorogenic cleavage | inhibition, % at 7.35 µM;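 active means inhibition above the campaign mean inhibition over all tested compounds plus 3 SD, cut at about 28% in these data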;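 further: 0% = plate median of test compound wells and 100% = 2 mM ZnCl2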
# IMP-1 inh: blocks Pseudomonas aeruginosa IMP-1 metallo-beta-lactamase; actives 0.45% (n = 290,000); inhibition, % at 5.6 µM; purified IMP-1, nitrocefin hydrolysis, epi-absorbance fluorescence;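 active means inhibition above the mean plus 3 SD of all compounds in the same screening run, cut at about 4.5% in these data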;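 further: 0% = IMP-1 with DMSO and 100% = DMSO wells lacking enzyme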
#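 System: Purified recombinant IMP-1 metallo-beta-lactamase enzyme | Measured by: Fluorescence quenching readout, ex 480/em 530 nm | Replication: Singlicate | Incubation: 15 min preincubation plus 25 min reaction at 25 °C | Evaluation: Percent inhibition from optical density relative to buffer-blank wells | Benchmarks: DMSO with and without IMP-1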
# DNA FID counter: displaces DNA intercalator in HCV helicase counter-screen; actives 0.17% (n = 290,000); inhibition, % at 7.9 µM; DNA fluorescent intercalator displacement, fluorescence; in the data active means inhibition above about 37%;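 further: 0% = vehicle and 100% = reference compound; higher means more ethidium bromide displaced from hairpin DNA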
# HCV NS3 hel inh: inhibitors of Hepatitis C virus NS3 helicase | NS3 helicase DNA unwinding, Cy5 molecular beacon fluorescence | inhibition, % at 10.9 µM | actives 0.56% (n = 290,000) | AID 1800;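 active means inhibition above the mean of all tested compounds plus 3 SD, set per campaign, cut at about 35% in these data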;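 further: 0% = DMSO wells and 100% = thioflavine S control wells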
#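 Material: hepatitis C virus NS3 helicase domain fragment enzyme; measured by: Cy5 fluorescence, 0 and 60 min reads; control set: DMSO and thioflavine S; incubation: 60 min unwinding reaction at 25 °C after ATP addition; read-out basis: % inhibition from 60/0 min fluorescence ratio, DMSO 0%, thioflavine S 100%; repeats: singlicate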
# The depositor's hits bear a star; . = no result given.
# The line under a structure holds: IDE cell inh, DNA FID counter, IMP-1 inh, IDE cell activ, PfM18AAP inh, UBC9 SUMO inh, VIM-2 inh, HCV NS3 hel inh, p-CIP stab down
1	O=C(Nc1ccc2c(c1)OCO2)c1c(F)cccc1F
    3, 3, -0.4, 0, 8, -2, -0.8, 7, -16
2	CCCCCCn1c(=O)[nH]c2nc3cc(N)ccc3nc2c1=O
    69*, 4, 16*, ., 3, 19, 12*, 25, -102
3	CCN(CC(=O)NCCCN1CCOCC1)S(=O)(=O)c1ccc(F)cc1
    0, 0, -0.7, 1, -13, 7, 0.9, -7, 2
4	O=[N+]([O-])c1ccc(/C([O-])=C(/C(=S)Nc2ccccc2F)[n+]2ccccc2)cc1
    6, 6, -3.2, 0, -2, 20, -3.6, 9, -5
5	O=C(CCCN1C(=O)CCC1=O)Nc1ccccc1F
    -3, -2, -3.4, -2, 3, -14, -2.5, 3, -5
6	COc1ccc(/C=C(/NC(=O)c2ccccc2)C(=O)NCC2CCCO2)cc1 (stereo unspecified)
    2, -7, -0.4, -3, 0, -6, 0.1, 1, 6
7	CCOC(=O)c1c(NC(=O)CC2SC(N)=NC2=O)sc(C)c1C (stereo unspecified)
    -1, -18, -2.3, 0, -2, 0, 2.0, 4, -9
8	COc1ccc(-c2nnc3sc(COc4ccc(C)cc4)nn23)cc1
    -1, -3, -2.0, -8, -3, 2, 1.1, -8, 3
9	CCc1cc(C(=O)Nc2ccccc2)cs1
    -2, -5, -1.7, 4, -1, -1, -4.2, 1, 10
10	CSc1ccccc1C(=O)NCCCn1ccnc1
    -1, -2, 0.0, 2, -16, 11, -0.2, 0, -8
11	O=C(O)CCCCCN1C(=O)C(=O)/C(=C(/O)c2ccccc2)C1c1ccccc1 (stereo unspecified)
    ., -4, -3.8, 6, -3, 9, -0.5, -2, -1
12	CCOc1cc(N2CCOCC2)c(OCC)cc1NC(=O)c1oc2ccccc2c1C
    -2, -1, -1.8, -2, 2, 11, -1.4, -1, -2
13	Cc1ccc(N2CC(C(=O)Nc3cc(C)ccc3F)CC2=O)cc1 (stereo unspecified)
    4, -11, -2.1, -2, -4, 14, -0.7, 4, -14
14	CCOC(=O)C1CCN(C(c2cc3c(C)ccc(C)c3[nH]c2=O)c2nnnn2C2CCCCC2)CC1 (stereo unspecified)
    5, -5, 1.1, 3, -5, -1, -1.6, -1, -2
15	CCC(NC(=O)CCc1c(C)c2cc3c4c(oc3cc2oc1=O)CCCC4)C(=O)O (stereo unspecified)
    7, -19, -2.3, -5, -7, 32, -0.2, -11, 2
16	CC1=C(C(=O)Nc2ccccc2)C(c2ccncc2)C(C#N)=C(SCC(=O)NC(C)C)N1 (stereo unspecified)
    4, -7, -7.3, 3, -13, 6, -3.1, -2, -7
17	O=C(O)C1C2C=CC(C3CC23)C1C(=O)NCCc1ccccc1 (stereo unspecified)
    8, -5, -1.3, -2, 2, -9, -0.6, 1, 11
18	CCCOc1cc(N(CC)CC)ccc1/C=C(/C#N)c1nc2ccc(C)cc2[nH]1
    105*, -12, 0.6, -102, -1, 20, 1.6, -7, -778
19	C/C=C(\C)CN1CCC(Oc2cc(C(=O)NC3CC3)ccc2OC)CC1
    -3, 1, 0.1, -1, -3, 3, -0.7, 4, -2
20	O=C(N/N=C/c1ccc(Cl)s1)c1ccccc1[N+](=O)[O-]
    2, -9, -5.2, 0, -3, 10, -4.2, -22, -12
21	COC(=O)c1ccc(OCC(O)CN2CCC(C)CC2)cc1 (stereo unspecified)
    -1, -1, -3.1, 1, 3, 15, -1.1, 1, -7
22	COc1ccc(CCNC(=O)C2CCN(S(=O)(=O)c3cnc[nH]3)CC2)cc1OC
    4, 0, -0.3, -1, -8, 2, -0.9, 6, 6
23	Cc1cc(NC(=O)c2ccccc2)sc1C
    -3, 3, 1.1, 4, 10, -1, -3.7, 4, 6
24	CC(C)C1Cc2c(sc(NC(=S)NC(=O)c3ccccc3)c2C#N)CO1 (stereo unspecified)
    7, -1, -2.8, -4, -2, -2, -2.5, 8, 0
25	CC(C)(C)OC(=O)N1CCC[C@H]1c1nnc(SCc2c(F)cccc2Cl)o1
    -1, -37, -3.5, -3, 3, 7, 0.2, 7, -20
26	CCC(Oc1cc(Cl)ccc1Cl)C(=O)NN1C(=O)C2C3CCC(C3=C(C)C)C2C1=O (stereo unspecified)
    0, -6, -1.6, 2, -4, 14, -1.1, 7, -16
27	CCCOc1ccc(S(=O)(=O)NCc2ccc(OC)cc2)cc1
    -2, -16, -2.2, -3, 4, -6, -0.3, 0, -6
28	CCN(CC)c1ccc(-n2c(O)c(C=C3N=c4ccccc4=N3)sc2=S)cc1
    -2, -2, 0.6, -4, 0, -11, 0.1, 3, 1
29	CCOC(=O)C1CCN(c2ccccc2CN2CCN(c3ccccc3OCC)CC2)CC1
    1, 2, -2.6, 4, 5, -12, -1.2, -36, -4
30	Cc1ccsc1C(=O)N1CCCC(N(C)Cc2ccccc2)C1 (stereo unspecified)
    -3, -3, -2.6, 1, -2, 7, -0.1, 6, -1
31	CCCCC/C(=N\NC(=O)Nc1ccccc1)c1ccccc1
    2, -13, -4.3, 0, 3, 4, -1.8, -2, 7
32	COc1cccc(-c2c(C(=O)N/N=C/C3CC=CCC3)nnn2-c2nonc2N)c1 (stereo unspecified)
    3, -14, -0.2, 6, -6, 4, -0.1, -13, 0
33	O=C(Nc1ccc(S(=O)(=O)N2CCC(C(=O)NC3CCCCC3)CC2)cc1)c1ccco1
    -3, -15, -3.0, -2, -7, 17, -2.7, 1, -7
34	N[C@@H](Cc1ccc(O)cc1)c1nnc([C@H](CC(=O)O)NC(=O)C2CCNCC2)o1
    4, -2, -2.2, 2, -1, -4, -2.1, -4, 4
35	COc1ccc(NC(=S)Nc2cccc(S(=O)(=O)N3CCCCC3)c2)cc1
    3, -2, -2.2, 2, 2, -5, -3.1, 2, -5
36	Cc1cc(C)nc(/N=C2\NC(=O)CC(C(=O)O)N2c2ccc(Cl)cc2Cl)n1 (stereo unspecified)
    -2, -25, -3.7, -1, 2, -13, -2.9, 9, 13
37	N#CC1=C(N)Oc2n[nH]c(-c3cccs3)c2C1C1C=CCCC1 (stereo unspecified)
    5, -6, -5.5, -7, -1, -11, -4.4, -8, 11
38	COc1cc(-c2noc(C)c2/C=C/c2ccc(N)cc2)cc(OC)c1OC
    0, -27, -3.7, 0, -2, -3, 1.4, -15, -10
39	COc1ccc(-n2c3c(cc(C(=O)N4CCC(C)CC4)c2=O)C(=O)CC(C)(C)C3)cc1
    0, -39, -2.3, 0, -7, -3, -0.6, 5, -18
40	COc1ccc(C(=O)OCc2nc(N)nc(Nc3ccccc3C)n2)cc1OC
    -3, -22, -3.1, -3, -2, 8, -2.5, -1, 10
41	CC(C)C(=O)Nc1ccc(C(=O)Nc2nnc(C(C)C)s2)cc1
    4, -10, -1.0, 1, -5, 16, -1.8, 6, -8
42	CC(C)(C)c1ccc(Oc2ccc(N)cc2)cc1
    0, -2, -3.7, -2, 5, 0, -1.8, 0, -22
43	O=C(Nc1nnc(C2CC2)s1)c1cc([N+](=O)[O-])ccc1N1CCCCC1
    8, -9, -1.4, -1, -16, -5, -3.3, 7, -3
44	CCCCn1c(SCC(=O)N(C)C2CCS(=O)(=O)C2)nc2cc(S(N)(=O)=O)ccc21 (stereo unspecified)
    9, -16, -3.2, 5, 1, 8, -2.8, -3, -8
45	CCN(CC)CCNc1ccnc2cc(Cl)ccc12
    2, 48*, -3.1, 6, -16, 8, -3.4, 18, 9
46	CCOc1ccccc1CNC(=O)Cn1ccc2cc(S(=O)(=O)N3CCCCCC3)ccc21
    -1, -34, -2.1, 2, 0, -6, -0.1, -4, -15
47	CCn1c(=S)sc2c(=O)n(-c3ccccc3)c(=S)[nH]c21
    -4, -1, -3.3, 1, 0, 0, -5.4, 14, -12
48	O=C(CN1C(=O)NC2(CCCc3ccccc32)C1=O)N1CCc2ccccc2C1 (stereo unspecified)
    7, -12, -1.6, 3, 1, 11, -1.2, 1, -7
49	COC(=O)C(O)(CC(=O)c1ccc(OC)cc1)C(F)(F)F (stereo unspecified)
    2, 5, -1.0, 1, 0, 13, -0.4, 1, -8
50	CCN(CC)c1ccc(C(=O)NN)cc1
    -3, -10, -3.2, 3, -27, 7, -1.4, -6, 4

# Remaining list, next part.
# The line under a structure holds: IDE cell inh, DNA FID counter, IMP-1 inh, IDE cell activ, PfM18AAP inh, UBC9 SUMO inh, VIM-2 inh, HCV NS3 hel inh, p-CIP stab down
51	CCn1c(CNc2ccc(C)cc2)nnc1SCC(=O)NCc1ccccc1
    -1, -13, 1.4, -4, 3, 9, -2.7, -7, -7
52	CCC(=O)Nc1nc(OC)cc(OC)n1
    3, -3, -2.4, 7, 5, 1, -2.4, 3, 0
53	COCc1ccc(CN2CCCC(C(=O)Nc3ccc(-c4cscn4)cc3)C2)o1 (stereo unspecified)
    7, 1, -1.6, 5, 3, -4, -0.5, -4, 10
54	Cc1ccccc1CCN(CC(=O)NC1CCCCC1)C(=O)c1csnn1
    -2, -19, -1.9, 3, -4, 8, -2.5, -6, -6
55	COc1ccc(CCNC(=O)CSc2ccc(NC(C)=O)cc2)cc1OC
    4, -6, -2.9, 3, 8, -9, -2.1, 6, 1
56	COc1cccc(NC(=S)N2CCN(c3ccc([N+](=O)[O-])cc3)CC2)c1
    1, -4, -1.6, -4, 1, 10, -1.7, 1, -4
57	CCn1nc(NC(=O)CC(C)C)c2cc3cccc(C)c3nc21
    1, -26, -1.8, 2, 8, 7, 0.3, 12, 0
58	CC1CCN(S(=O)(=O)c2ccc(NC(=O)Cn3nnc(-c4ccccc4F)n3)cc2)CC1
    7, 3, -0.4, 7, -4, 45, -0.8, -1, -6
59	COc1ccc(C2=NN(C3=NN=C(N)Cc4ncnn43)C(O)(C(F)(F)F)C2)cc1 (stereo unspecified)
    -1, -5, -5.3, 3, -4, -2, -3.0, 1, 7
60	CCOC(=O)CCn1nc(-c2ccc(C)cc2)c2ccccc2c1=O
    -1, -15, -1.8, -1, 3, 7, -4.4, 0, -7
61	O=C(O)c1ccccc1C(=O)N(Cc1ccccc1)Cc1ccccc1
    0, -3, -0.7, -2, 3, 14, -0.9, -4, -8
62	CC(=O)Nc1ccc(S(=O)(=O)N2CCN(S(=O)(=O)N3CCCCC3)CC2)cc1
    2, -1, -1.0, 2, -13, -1, -1.1, 7, -1
63	COc1ccc(NC(=O)CCCC(=O)c2ccccc2)c(OC)c1
    5, -19, -2.4, 1, -3, 4, -1.2, 8, -2
64	Cc1nc2ccccn2c1C(=O)Nc1ccc2c(c1)OCCO2
    -1, 1, -6.4, 0, -2, 3, -2.4, 8, -3
65	CC(C)OCCCNC(=O)c1cccc(NC(=O)c2ccccc2)c1
    1, -21, -1.8, 2, -2, -5, 2.2, -3, -5
66	CCOC(=O)c1c(C(F)(F)C(F)(F)C(F)(F)C(F)(F)F)n[nH]c1C
    2, -3, -4.4, 1, 11, -18, -4.7, 11, -4
67	O=S(=O)(NC1CC2CCC1C2)c1ccc(Br)cc1 (stereo unspecified)
    3, -15, -0.2, -1, 3, 10, -2.7, -6, -5
